# IL-2 act: qHTS of IL-2 Activators. IL-2 activation reporter assay, cell-based qHTS; stimulated with anti-CD3/CD4/CD28 beads; in transgenic mouse T cells. activation, % (series mostly up to about 46 µM). AID 652025, 2013. 0.065% of 360,000 active; in the data active means activation above about 50%; inconclusive means mostly about 30% to 49%; further: 0% is about no effect
#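 Screening format: compound pinned onto unstimulated transgenic mouse T cells, 60 min incubation, then anti-CD3/anti-CD4/anti-CD28 bead stimulation for 18 hours at 37 degrees C, followed by EGFP and DsRed detection.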
# FUS suppressor: qHTS for Suppressors of FUS Proteinopathy: Primary screen using FUS-linked yeast assay | S. cerevisiae FUS-expressing, growth rescue, OD600, 24 h | Potency, µM (top dose mostly 76.6 µM), for the others: at the highest dose growth rescue (activation), usual class: activators | 0.24% of 390,000 active;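 further: potency means the concentration at half of the fitted maximal effect; plate controls were DMSO vehicle for no effect and reference control for full effect; nearly all actives have a fitted effect of over 55% in size; some results filed as inactive show a strong effect at the top dose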
#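 Restored growth of FUS-toxic S. cerevisiae, read as 600 nm absorbance after 24 h at 30C in galactose medium (starting OD 0.005). Controls CP55940 and DMSO.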
# EPAC1 ag: qHTS for Agonist of cAMP-regulated guanine nucleotide exchange factor 3 (EPAC1): primary screen; 0.073% of 360,000 active; Potency, µM (doses to about 154 µM), for the others: at the top dose activation, most hits filed as activators; EPAC1 agonist qHTS, biochemical assay; response scale: 100% = response to 6.5 mM cAMP; AID 720707, 2013; further: potency means the concentration at half of the fitted maximal effect; nearly all actives have a fitted effect of over 60% in size
# Target sequence (O95398 whole entry, looked up): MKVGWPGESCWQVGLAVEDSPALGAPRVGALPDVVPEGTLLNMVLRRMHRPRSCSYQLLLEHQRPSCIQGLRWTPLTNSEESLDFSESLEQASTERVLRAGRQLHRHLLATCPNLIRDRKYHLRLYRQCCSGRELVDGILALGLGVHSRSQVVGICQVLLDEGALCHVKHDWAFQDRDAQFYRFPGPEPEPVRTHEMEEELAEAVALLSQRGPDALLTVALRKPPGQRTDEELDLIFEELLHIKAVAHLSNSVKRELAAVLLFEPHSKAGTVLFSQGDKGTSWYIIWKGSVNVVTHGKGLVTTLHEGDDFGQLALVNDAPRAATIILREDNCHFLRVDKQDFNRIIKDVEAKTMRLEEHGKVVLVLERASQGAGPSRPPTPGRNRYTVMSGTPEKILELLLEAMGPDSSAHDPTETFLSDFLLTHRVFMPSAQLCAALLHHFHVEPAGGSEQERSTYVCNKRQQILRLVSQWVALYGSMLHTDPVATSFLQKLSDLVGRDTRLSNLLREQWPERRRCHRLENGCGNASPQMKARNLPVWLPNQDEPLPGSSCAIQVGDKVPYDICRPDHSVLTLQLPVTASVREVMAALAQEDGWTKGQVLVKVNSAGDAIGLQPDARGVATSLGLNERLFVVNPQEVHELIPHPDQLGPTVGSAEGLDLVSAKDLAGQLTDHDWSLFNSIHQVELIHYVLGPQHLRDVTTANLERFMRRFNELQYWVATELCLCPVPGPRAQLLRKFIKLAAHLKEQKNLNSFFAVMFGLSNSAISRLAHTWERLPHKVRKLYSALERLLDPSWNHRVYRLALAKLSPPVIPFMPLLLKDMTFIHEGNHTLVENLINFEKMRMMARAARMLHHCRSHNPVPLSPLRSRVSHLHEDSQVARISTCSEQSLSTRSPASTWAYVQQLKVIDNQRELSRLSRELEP
#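 Multi-concentration qHTS readout: loss of Rap1B-bound BODIPY-GDP fluorescence driven by 100 nM EPAC1 with excess GDP (50 uM), monitored kinetically at room temperature; agonist response expressed relative to 6.5 mM cAMP.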
# PI5P4Ka inh: qHTS for Inhibitors of phosphatidylinositol 5-phosphate 4-kinase (PI5P4K); max response, %; Phosphatidylinositol 5-phosphate 4-kinase type-2 alpha (Homo sapiens), P48426; PI5P4Kalpha enzyme, ADP-Glo luminescence, 60 min; stronger effect = lower value; 1.2% of 330,000 active; active means max response of -50% or lower; inconclusive means between -30% and -50%; inactive means -30% or higher; further: value at the top dose of about 77 µM; on the % scale 0 is the no-effect control and ±100 the full control effect
#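 ADP-Glo luminescence end-point read after a 60 min room-temperature kinase reaction of PI5P4Kalpha plus substrate, initiated with ATP at 5 microM final. Buffer: 0.038 M HEPES pH 7.4, EGTA, 0.1% CHAPS, 5% DMSO.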
# Abeta yeast res: qHTS for compounds that reverse cellular toxicity of Amyloid beta (A-beta) peptide in yeast: Primary Screen; Potency, µM (doses to about 46.1 µM), for the others: at the top dose growth rescue, actives largely listed as activators; 0.063% of 410,000 active; yeast expressing A-beta42, growth rescue, OD600, 48 h; response scale: 0% DMSO, 100% iron-clioquinol control; further: potency means the concentration at half of the fitted maximal effect; nearly all actives have a fitted effect of over 55% in size
#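 Yeast growth medium received pinned compounds, then yeast cells expressing toxic A-beta were added; plates incubated at 30 C for 48 hr. Growth read as absorbance at 600 nm, normalized to DMSO and equimolar FeCl3 plus clioquinol controls.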
# aSyn rescue: qHTS of alpha-syn Inhibitors; 0.14% of 370,000 active; Yeast expressing alpha-synuclein, growth rescue, BacTiter-Glo, 24 h; AID 652106, 2013; Potency, µM (highest dose often 46.1 µM), for the others: at the highest dose growth rescue (activation), usual class: activators; further: potency means the concentration at half of the fitted maximal effect; % of control where 0% means no effect; nearly all actives have a fitted effect of over 65% in size
#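 Readout is rescue of growth in alpha-synuclein-expressing yeast, so inhibitors of toxicity appear as activators. Growth after 24 hr at 30 deg C in galactose medium is quantified by luminescence.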
# PLK1 PBD inh: qHTS for Inhibitors of PLK1-PDB (polo-like kinase 1 - polo-box domain): Primary Screen; Serine/threonine-protein kinase PLK1 (Homo sapiens), P53350; Plk1 PBD binding of FITC phosphopeptide, fluorescence polarization; Potency, µM, without a hit: max response, negative = inhibition, most hits filed as inhibitors; 2.8% of 360,000 active; AID 720504, 2013; further: potency means the concentration at half of the fitted maximal effect; series mostly up to about 57 µM; on the % scale 0 is the no-effect control and ±100 the full control effect; nearly all actives have a fitted effect of over 65% in size
# EPAC1 antagonist: qHTS for Antagonist of cAMP-regulated guanine nucleotide exchange factor 3 (EPAC1): primary screen; Rap guanine nucleotide exchange factor 3 (Homo sapiens), O95398; EPAC1 GEF assay, Rap1b-BODIPY-GDP exchange fluorescence; AID 720709, 2013; Potency, µM (titrated, usually from 115 µM), for the others: at the top dose activity change, negative = inhibition, usual class: inhibitors; 0.14% of 360,000 active;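 further: potency means the concentration at half of the fitted maximal effect; plate controls were vehicle for no effect and positive control for full effect; nearly all actives have a fitted effect of over 50% in size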
# WRN inhibitor: qHTS for Inhibitors of WRN Helicase. WRN helicase unwinding, fluorescent forked duplex, kinetic. 0.46% of 360,000 active. Bifunctional 3'-5' exonuclease/ATP-dependent helicase WRN (Homo sapiens), Q14191. Potency, µM (highest dose often 114 µM), for the others: at the highest dose activity change, negative = inhibition, actives largely listed as inhibitors; further: potency means the concentration at half of the fitted maximal effect; on the % scale 0 is the no-effect control and ±100 the full control effect; nearly all actives have a fitted effect of over 55% in size
#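 Fluorescence dequenching readout, ex 525 nm/em 598 nm, kinetic mode: forked duplex DNA (100 nM final) with adjacent fluorophore and quencher unwound by WRN (20 nM final) with 2 mM ATP. Compound preincubation 15 min, room temperature.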
# * hit, by the source's call; ? = inconclusive; . = not tested or not shown; [ ] = remark or other dose. Unless noted, the call rests on the fitted dose curve; in most records, active means well fitted curve in the direction sought with a large enough effect; inconclusive means small, poorly fitted or top-dose-only effect, or another doubt; inactive means no such curve, though single readings can be large; an effect the other way counts as inactive or inconclusive.
SMILES,IL-2 act,FUS suppressor,EPAC1 ag,PI5P4Ka inh,Abeta yeast res,aSyn rescue,PLK1 PBD inh,EPAC1 antagonist,WRN inhibitor
CCCC(=O)Nc1nnc(S(=O)(=O)N(CC)c2ccc(OC)cc2)s1,3.9,4.5%,-9.6%,-4.8,0.9%,-0.4%,5.4%,-8.8%,7.6%
O=C1C=C(c2cccnc2)CCC1,0.6,-9.1%,12.4%,9.8,-9.0%,0.3%,7.9%,-4.2%,-4.2%
C=CCc1c(C)nc(SC)nc1Nc1ccc(C(C)=O)cc1,-0.4,?,11.7%,-7.6,-23.0%,-4.7%,?,-20.2%,-3.7%
O=C(OCC#CCSc1nnc(-c2ccncc2)o1)c1cccs1,1.0,24.1%,2.8%,.,-21.0%,1.1%,-9.5%,0.1%,8.8%
COc1ccc(-c2nc(-c3ccccc3)nc(Cl)c2C#N)cc1,-2.2,?,7.6%,.,-14.1%,4.0%,-9.9%,-0.8%,-6.7%
COc1ccccc1S(=O)(=O)Nc1ccc(S(=O)(=O)Nc2nccs2)cc1,0.2,-4.8%,4.3%,-3.2,-2.7%,-2.4%,-0.9%,-36.5%,-0.5%
C=CCn1c(C)c(C(C)=O)c(N2CCOCC2)nc1=S,0.1,8.3%,6.0%,0.0,1.7%,-12.2%,-5.8%,11.5%,2.4%
Cc1ccc(NC(=O)N2CCc3ccccc32)cc1,-2.3,19.7%,2.9%,.,0.1%,-7.0%,-4.2%,-9.8%,-8.5%
O=C(Nc1nnc(C2CC2)s1)C1=NN(C2CCS(=O)(=O)C2)C(=O)CC1 (stereo unspecified),-1.0,20.7%,3.1%,1.0,2.3%,0.5%,1.7%,-7.3%,-1.2%
O=C(O)CCC(=O)N1CCN(c2nc(-c3ccccc3Cl)c3cc(Br)ccc3n2)CC1,0.2,51.2%,-11.4%,3.3,-95.3%[inhibitor],19.8%,-21.3%,-5.2%,-10.4%
COC(C(=O)NNC(=O)Cc1ccc(Cl)cc1)c1ccccc1 (stereo unspecified),2.1,-8.1%,2.2%,2.0,-8.4%,0.3%,0.3%,-0.3%,-3.9%
CN(C)c1ccc(Cl)cc1N,-0.3,-13.2%,5.1%,2.0,7.2%,-1.0%,-16.6%,4.9%,3.4%
CN(c1ccccc1)S(=O)(=O)c1ccc(NC(=O)c2ccc(F)cc2)cc1,0.2,26.3%,18.7%,-4.5,3.6%,2.7%,-10.2%,-11.1%,-10.8%
COC(=O)Cc1ccc(NC(=S)N2CCN(c3cccc(O)c3)CC2)cc1,-1.5,25.6%,0.1%,-10.6,-10.0%,-0.4%,17.4%,-7.3%,-3.2%
CNC(=O)c1c(Cl)cnn1-c1ccc(C)cc1,-0.1,32.1%,6.3%,0.5,-17.4%,-2.0%,-19.3%,1.4%,-20.5%
CSc1ncccc1C(=O)Nc1nc2ccc(S(C)(=O)=O)cc2s1,-2.2,23.6%,-1.0%,-2.4,3.3%,-4.0%,4.7%,-24.8%,-1.8%[57.1 µM]
COc1ccc(N2CCN(C(=O)CCS(=O)(=O)c3ccc4c(c3)CCN4C(=O)C3CC3)CC2)cc1,-1.1,17.0%,-3.0%,1.4,-12.5%,-12.4%,-17.9%,-4.7%,-0.7%
CCCS(=O)(=O)N1CCC(C(=O)NCCCN2CCC(Cc3ccccc3)CC2)CC1,-1.5,7.7%,-2.3%,.,11.5%,9.4%,-0.7%,16.0%,-4.6%
C/C(=N\NC(=O)CN1CCN(S(=O)(=O)c2ccc(C)cc2)CC1)c1ccc(O)cc1,-2.4,-31.6%,1.1%,0.6,-2.7%,-8.9%,-0.6%,-23.6%,-4.1%
CCN(CC)CCn1c(SCC(=O)NCc2ccco2)nc2c(sc3ccccc32)c1=O,0.7,-0.1%,-6.5%,-1.7,7.8%,-6.6%,-7.5%,9.5%,9.1%
COCCNC(=O)CN1C(=O)CC(C)(C)S(=O)(=O)c2ccccc21,-3.4,-23.9%,2.7%,3.1,-36.0%[inhibitor],-2.7%,-11.8%,-7.4%,-3.4%
COc1ccc(C(CNC(=O)C(=O)NC2CCCC2)N2CCN(C)CC2)cc1 (stereo unspecified),0.5,5.3%,10.8%,0.8,5.4%,6.2%,2.5%,-29.0%,4.7%
COC(=O)C1=C(C)N(CC2CC2)C(=NCc2cccc(Cl)c2)N[C@H]1c1ccccc1,-0.2,-1.1%,-9.1%,-2.1,-3.5%,?,-17.0%,-6.4%,-1.2%
COc1ccccc1NC(=O)c1ccccc1-c1nc(-c2ccccc2OC)no1,2.4,35.9%,1.7%,.,-5.3%,-0.5%,-7.8%,-19.0%,2.1%

# Next part (two carried over from the part before).
SMILES,IL-2 act,FUS suppressor,EPAC1 ag,PI5P4Ka inh,Abeta yeast res,aSyn rescue,PLK1 PBD inh,EPAC1 antagonist,WRN inhibitor
COC(=O)C1=C(C)N(CC2CC2)C(=NCc2cccc(Cl)c2)N[C@H]1c1ccccc1,-0.2,-1.1%,-9.1%,-2.1,-3.5%,?,-17.0%,-6.4%,-1.2%
COc1ccccc1NC(=O)c1ccccc1-c1nc(-c2ccccc2OC)no1,2.4,35.9%,1.7%,.,-5.3%,-0.5%,-7.8%,-19.0%,2.1%
Cc1cc2cc(CNC(=O)c3cccs3)ccc2n1C,0.0,25.5%,-4.2%,-6.7,-13.3%,-1.9%,26.7µM*,-2.4%,-26.1%
CCCC(=O)n1nc(-c2ccccc2)nc1N,-0.6,-7.6%,6.3%,1.9,10.7%,7.0%,-7.8%,-7.8%,8.2%
O=C(COC(=O)CNC(=O)c1ccccc1F)NC12CC3CC(CC(C3)C1)C2,0.4,-11.1%,10.2%,7.7,18.9%,?,-5.8%,-3.0%,-1.4%
O=C(Nc1ccccc1Cc1ccccc1)c1ccccc1NS(=O)(=O)c1ccc(Cl)s1,-5.4,.,11.3%,-2.5,5.5%,-9.3%,?,-31.3%,-19.9%
Cc1cc(C(=O)NCc2ccc(Cl)cc2)n(-c2ccccc2)n1,0.2,-27.6%,4.2%,1.8,10.5%,9.5%,-17.7%,?,0.9%
CCc1cccc(NC(=O)C2CCCN(S(=O)(=O)c3cccnc3)C2)c1 (stereo unspecified),-0.6,11.5%,-5.9%,-6.6,-28.1%,0.8%,6.2%,-0.2%,-3.9%
CCn1c(O)c(/C=N/N=C2CCCCC2)c2cc(C3=NNC(=O)CC3)ccc21,-1.9,33.1%,2.4%,-18.0,10.7%,-0.3%,-4.2%,-1.5%,-17.4%
COc1ncnc2c1ncn2CCCNC1CCN(Cc2ccccc2)CC1,0.6,-3.9%,6.0%,-2.1,0.8%,-8.7%,-0.5%,-1.8%,-0.2%
CC(C)Oc1ccc(CN2CCC2(C)C(=O)Nc2ccc(Cl)c(Cl)c2)cc1 (stereo unspecified),-0.7,28.0%,-6.0%,28.8,6.0%,-17.0%,3.6%,-14.7%,-6.0%
C[C@H]1C[C@@H]2[C@H]([C@@H](O)C[C@@]3(C)[C@H]2CC[C@]3(O)C(=O)CO)[C@@]2(C)C=CC(=O)C=C12,-0.6,-22.8%,-19.6%,1.0,-9.5%,2.9%,-12.3%,-18.7%,-1.6%
COC(=O)c1sc2nc3c(cc2c1N)C(=O)CC(C)(C)C3,-1.8,-15.0%,-4.8%,.,-14.8%,0.7%,-3.7%,7.8%,-4.7%[57.1 µM]
O=C(c1cc(-c2ccc(Cl)cc2)on1)N1CCN(c2ccc(F)cc2)CC1,-2.2,-8.8%,2.4%,1.4,6.4%,8.1%,-18.0%,-12.2%,-8.7%
CCc1ccc(C(=O)Nc2ccc(OC)c(S(=O)(=O)N3CCCCC3)c2)cc1,1.0,?,8.4%,1.5,-6.8%,2.4%,-4.4%,-29.8%,-7.1%
CN(c1ccc(C(=O)Nc2ccccc2Sc2ccccc2)cc1)S(C)(=O)=O,-4.6,?,8.5%,24.1,21.5%[9.22 µM],3.8%,-4.6%,-6.8%,-29.0%
CN(Cc1nc(-c2ccccn2)no1)S(=O)(=O)c1ccc(Br)cc1,0.7,-5.0%,3.9%,-0.5,3.5%,0.3%,-6.1%,-3.4%,-12.4%
C=CCC1CCCCC12NC(=O)N(c1ccccc1)N2 (stereo unspecified),2.9,-7.0%,7.8%,-1.4,17.2%,-7.0%,-8.9%,2.2%,-3.2%
C/C(=N\NC(=O)c1c(C)nc2ccccn12)c1ccc(N2CCOCC2)cc1,-4.8,6.0%,0.2%,-0.4,6.2%,-0.8%,-8.9%,-14.1%,7.7%
O=c1cc(O)c2c(=O)[nH]c(=O)n(-c3ccccc3)c2[nH]1,0.2,7.7%,-0.8%,-0.5,-4.6%,-8.1%,-2.9%,5.0%,1.1%
CC(=O)c1ccc(-c2ccc(C(=O)NC3CCCCCC3)o2)cc1,-1.7,3.5%,5.0%,-4.7,-27.3%,0.3%,-4.0%,-17.5%,-25.0%
Nc1ccc2oc(-c3cc(Br)ccc3Cl)nc2c1,1.1,?,3.8%,.,0.7%,1.0%,29.9µM*,0.8%,-1.3%
CCOC(=O)c1coc(CNC(=O)c2c(C)oc3c2CCCC3)c1,-0.8,-1.7%,10.8%,8.4,25.2%,12.6%,-4.1%,-1.0%,-5.3%
O=C(CSCC(=O)N1CCCCC1)OCC(=O)c1c[nH]c2ccccc12,-0.1,?,6.6%,-5.1,11.1%,3.0%,-10.6%,-15.4%,-6.1%
